Screens as filed in PubChem.
697 NFkB inh = lowers PMA/ionomycin-induced NF-kB signal in 697 B cells; 697 B-cell NF-kB luciferase reporter, 16 h; 0.33% of 330,000 active; inhibition, % at 4 µM; in the data active = inhibition above about 35%
UBC13 polyUb = human UBC13 polyubiquitination inhibition; inhibition, % at 20 µM; UBC13 polyubiquitin chain formation, TR-FRET; 0.47% of 330,000 active; P61088; in the data active = inhibition above about 45%, passing the limit was not always enough
EBI2 block = blocks human EBI2 receptor beta-arrestin signaling | EBI2 beta-arrestin recruitment, luminescence, 7a,25-OHC stimulated | inhibition, % at 5 µM | 0.81% of 360,000 active | AID 651636; in the data active = inhibition above about 38%;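 note: enzyme fragment complementation signal reports receptor beta-arrestin coupling in cells; 0% = agonist plus DMSO wells and 100% = wells without agonist; some results beyond the cut were filed as inactive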
CCR6 antagonist = blocks CCL20-driven beta-arrestin recruitment at human CCR6. inhibition, % at 20 µM. CHO-K1 CCR6 PathHunter beta-arrestin, luminescence, CCL20-stimulated. 0.49% of 340,000 active. AID 493098;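 active = compounds whose inhibition of the agonist-driven luminescence signal at 20 µM reaches about 50%, limit read from the data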;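 note: cells stimulated with CCL20 at 14 nM final; plate controls were DMSO with CCL20 for no effect and DMSO without agonist for full effect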
Apaf1 inhib = human Apaf-1 inhibition | O14727 | reconstituted apoptosome caspase-3 activity, DEVD-Rh110 fluorescence | inhibition, % at 20 µM | 0.71% of 330,000 active | AID 489030; active = inhibition of at least 40% at 20 µM;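 note: plate controls were DMSO wells for no effect and DEVD-CHO caspase inhibitor wells for full effect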
Target sequence (O14727 whole entry, looked up): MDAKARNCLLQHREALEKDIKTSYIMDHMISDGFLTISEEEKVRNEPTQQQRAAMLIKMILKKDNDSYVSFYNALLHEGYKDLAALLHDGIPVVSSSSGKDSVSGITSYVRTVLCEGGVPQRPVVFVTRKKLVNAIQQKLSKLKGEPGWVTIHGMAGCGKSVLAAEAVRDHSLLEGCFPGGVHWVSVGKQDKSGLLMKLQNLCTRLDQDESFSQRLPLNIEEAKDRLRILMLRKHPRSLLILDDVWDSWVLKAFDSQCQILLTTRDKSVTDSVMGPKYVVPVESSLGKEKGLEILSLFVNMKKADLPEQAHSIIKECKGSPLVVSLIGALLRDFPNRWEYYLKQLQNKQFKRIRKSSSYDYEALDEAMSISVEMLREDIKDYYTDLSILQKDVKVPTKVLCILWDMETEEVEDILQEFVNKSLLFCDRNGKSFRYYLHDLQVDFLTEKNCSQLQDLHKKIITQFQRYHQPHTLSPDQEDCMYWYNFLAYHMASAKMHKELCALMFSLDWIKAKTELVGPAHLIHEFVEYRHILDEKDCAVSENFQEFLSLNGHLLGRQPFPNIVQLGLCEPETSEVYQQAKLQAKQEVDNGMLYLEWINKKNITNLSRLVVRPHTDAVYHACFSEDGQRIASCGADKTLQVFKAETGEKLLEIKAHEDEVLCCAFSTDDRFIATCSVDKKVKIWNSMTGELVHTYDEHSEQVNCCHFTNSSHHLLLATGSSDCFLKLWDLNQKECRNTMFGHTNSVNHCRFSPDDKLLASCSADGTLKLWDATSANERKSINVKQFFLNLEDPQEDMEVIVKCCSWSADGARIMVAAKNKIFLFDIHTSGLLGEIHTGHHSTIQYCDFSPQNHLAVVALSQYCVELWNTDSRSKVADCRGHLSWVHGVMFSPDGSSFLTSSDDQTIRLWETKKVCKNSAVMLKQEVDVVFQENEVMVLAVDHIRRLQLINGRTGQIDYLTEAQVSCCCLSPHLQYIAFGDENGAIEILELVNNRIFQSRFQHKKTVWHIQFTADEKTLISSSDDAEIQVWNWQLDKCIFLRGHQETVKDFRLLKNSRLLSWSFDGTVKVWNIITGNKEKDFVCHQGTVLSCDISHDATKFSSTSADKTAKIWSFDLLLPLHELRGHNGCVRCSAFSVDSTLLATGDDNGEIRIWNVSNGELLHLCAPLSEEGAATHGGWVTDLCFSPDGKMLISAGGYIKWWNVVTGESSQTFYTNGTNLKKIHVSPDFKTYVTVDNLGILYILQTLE
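Assay system – apoptosome proteins · Medium – Hepes buffer, pH 7.5 · Also added – cytochrome c with DEVD-Rh110 · Timing – 30 min compound preincubation, 50 min activation, room temperature · Detection – Rh110 fluorescence, excitation 480 nm, emission 540 nm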
SENP8 block = inhibitors of human SENP8 protease | Q96LD8 | purified SENP8, Z-RLRGG-aminoluciferin cleavage, luminescence | inhibition, % at 10 µM | 1.2% of 330,000 active | AID 2540
Jurkat NFkB inh = inhibitors of the PMA/ionomycin-induced NF-kB reporter in Jurkat cells; AID 435003; PMA/ionomycin-induced NF-kB luciferase reporter, luminescence; 0.53% of 330,000 active; inhibition, % at 4 µM
Gli-Sufu block = antagonists of Gli-Sufu signaling. Sufu-KO-LIGHT fibroblasts, Gli luciferase reporter luminescence. inhibition, % at 5 µM. 0.74% of 340,000 active;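 active = inhibition above about 55%, limit read from the data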;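 note: 0% = DMSO-treated cells and 100% = wells with medium but no cells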
* hit, by the source's call; . = not tested or not shown. Cut-off read from the data, not from the text of the source, unless noted: active = inhibition above about 50%; inactive = the rest.

SMILES | 697 NFkB inh | UBC13 polyUb | EBI2 block | CCR6 antagonist | Apaf1 inhib | SENP8 block | Jurkat NFkB inh | Gli-Sufu block
O=C(N/N=C/c1cccc(Br)c1)c1ccc(Br)cc1 | -3 | 6 | 27 | -17 | -5 | -2 | -6 | -25
CC(=O)c1ccc(NC(=O)c2cc(CC(C)C)nc3ccccc23)cc1 | -154 | 0 | 9 | 12 | 8 | -7 | 1 | .
C=CCN1C(=O)CS/C1=N/c1nccs1 | 23 | -5 | -1 | -11 | -8 | -5 | -7 | -5
CN(C)CCNc1nc2c(c(=O)[nH]c(=O)n2C)n1CC(O)COc1ccc(Cl)cc1 (stereo not drawn) | 9 | 8 | -7 | -6 | 4 | -3 | 1 | 8
COc1ccc(NC(=O)Cn2c(=O)oc3ccccc32)cc1 | 26 | 11 | -1 | 5 | -19 | -1 | 3 | -3
CCCOC(=O)c1c(NC(=O)CCCn2nc([N+](=O)[O-])c(Cl)c2C)sc(C(=O)OC)c1C | 8 | -1 | 14 | 19 | -1 | -1 | 17 | 16
NNc1nc2c(-c3cccc(C(F)(F)F)c3)nnn2c2ccccc12 | -56 | 10 | 3 | -13 | 27 | -1 | -53 | -5
CN1CCN(C(=O)CN(Cc2ccc(Cl)cc2)S(C)(=O)=O)CC1 | 11 | 3 | -3 | 4 | -25 | -7 | 9 | 7
COc1ccccc1-n1c(=O)oc2ccc(Cl)cc2c1=O | 7 | 9 | -14 | -3 | -11 | 40 | -1 | -1
Cc1nc2ccccc2cc1O | 6 | 7 | -3 | 3 | -7 | -6 | 8 | -15
O=C(Nc1ccccc1)c1ccc(S(=O)(=O)NCC2CCCO2)cc1 (stereo not drawn) | 4 | -1 | -4 | 2 | 4 | 1 | 9 | -10
O=C(CCC1COc2ccccc2O1)NC1CCCCC1 (stereo not drawn) | 10 | -5 | 12 | -3 | -6 | -11 | -14 | -1
CC(C)(C)c1ccc(OCC(=O)Nc2ccc(C(=O)Nc3ccccc3C(=O)O)cc2)cc1 | 10 | -2 | 5 | -10 | 13 | 11 | 19 | 3
CCOC(=O)c1sc(NC(=O)CSc2nc(O)c(Cc3ccccc3)c(=O)[nH]2)nc1C | 6 | -10 | -2 | -10 | 5 | -6 | 0 | -2
Cc1cc(=O)oc2cc(NC(=O)c3ccccc3OC(F)F)ccc12 | -37 | 8 | -7 | 2 | 5 | -11 | -83 | -15
CC(=O)c1ccc(N2CCN(C(=O)Cc3cccs3)CC2)cc1 | -10 | -12 | -6 | -10 | 0 | -20 | -12 | 20
COc1ccc(OC)c(Nc2nc3nonc3nc2N2CCCC(C)C2)c1 (stereo not drawn) | -8 | -2 | 5 | 6 | -5 | 4 | 9 | 33
COc1cccc(NC(=O)C2CCN(C(=O)[C@@H]3Cc4ccccc4CN3C(=O)OC(C)(C)C)CC2)c1 | -6 | -8 | 1 | 18 | 2 | -15 | -13 | 32
C=CCNc1c2c(nc3nnnn13)CCCC2 | 4 | -6 | -3 | 2 | 3 | 8 | 8 | -9
CC(C)Cc1ccc(S(=O)(=O)N2CCOCC2)cc1 | 16 | 2 | -7 | 5 | -3 | 4 | -2 | 4
O=C(CSc1nnc(-c2ccccc2)c(-c2ccccc2)n1)NCc1ccco1 | 8 | -10 | -1 | -2 | 11 | -2 | 4 | -3
COC(=O)CSc1cc(C)nc2ccc(OC)cc12 | 3 | 6 | -7 | -1 | 9 | 5 | 17 | 1
CCN(C[C@H]1N[C@@](CC)(C(=O)OC)[C@H]2C(=O)N(C)C(=O)[C@@H]12)C(=O)Nc1ccc(C)cc1 | 3 | 10 | -16 | 4 | -12 | 1 | -4 | -5
CCC(c1nnnn1Cc1ccco1)N1CCN(c2cc(Cl)ccc2C)CC1 (stereo not drawn) | -43 | 6 | 24 | 31 | 28 | -6 | -23 | 14
C=CCN(CC=C)C(=S)NC(=O)c1ccc(C)c(Br)c1 | -9 | 12 | 5 | 46 | 10 | -10 | -7 | -10
Cc1cc(C(=O)NC(=S)Nc2ccccc2N2CCCC2)ccc1[N+](=O)[O-] | 4 | -8 | -5 | 7 | 20 | -6 | -9 | -6
CN(C)S(=O)(=O)c1ccc(C(=O)Nc2nc3ccccc3[nH]2)cc1 | -111 | 4 | -1 | 8 | 7 | -12 | -75 | -61
CCSC1=NC(C)(C)C=C(C)N1 | 19 | -4 | 0 | -10 | -7 | -5 | -9 | 5
CCCc1ccc(Oc2cn[nH]c2-c2ccc(O)c(C)c2O)cc1 | -5 | 11 | 7 | 16 | 9 | -7 | -10 | 7
CCCCOc1ccc(N2C(=O)CC(N(O)c3ccccc3)C2=O)cc1 (stereo not drawn) | -13 | -15 | -7 | 29 | 16 | -3 | 4 | -12

Record cards, as listed above.
CC(C)Cc1ccc(S(=O)(=O)N2CCOCC2)cc1 reads 697 NFkB inh: 16; UBC13 polyUb: 2; EBI2 block: -7; CCR6 antagonist: 5; Apaf1 inhib: -3; SENP8 block: 4; Jurkat NFkB inh: -2; Gli-Sufu block: 4
CCCCOc1ccc(N2C(=O)CC(N(O)c3ccccc3)C2=O)cc1 (stereo not drawn) reads 697 NFkB inh: -13; UBC13 polyUb: -15; EBI2 block: -7; CCR6 antagonist: 29; Apaf1 inhib: 16; SENP8 block: -3; Jurkat NFkB inh: 4; Gli-Sufu block: -12

Remaining list, next part
SMILES | 697 NFkB inh | UBC13 polyUb | EBI2 block | CCR6 antagonist | Apaf1 inhib | SENP8 block | Jurkat NFkB inh | Gli-Sufu block
COc1ccc(C2CC(c3ccccc3)=NN2C(=O)c2cccs2)cc1 (stereo not drawn) | -42 | 38 | 8 | 11 | 2 | -6 | -26 | -20
N#CC1=C(N)OC2=C(CN(Cc3ccccc3)C/C2=C\c2cccnc2)C1c1cccnc1 (stereo not drawn) | 19 | 0 | 30 | 17 | -6 | 4 | 17 | 6
CC(C)(C)c1ccc(CS(=O)(=O)CC(O)CN2CCCC2=O)cc1 (stereo not drawn) | 20 | 3 | -13 | -2 | 1 | 3 | 0 | -5
O=C(NC(=S)Nc1ccc(Cc2ccncc2)cc1)c1ccc(F)cc1 | 13 | 2 | 15 | 33 | 11 | -2 | 2 | 7
COc1ccc(-c2nnc(SCC(C)C)o2)cc1 | -196 | -6 | -10 | 14 | -8 | 19 | -189 | -41
O=C(O)c1cccc2c1C(=O)c1ccc(-c3ccc(Cl)c(C(F)(F)F)c3)cc1S2(=O)=O | -17 | -13 | -8 | -1 | -3 | -4 | 1 | -20
O=C(O)/C=C/c1ccc2noc(-c3ccccc3)c2c1 | 0 | 17 | -1 | -5 | -14 | -7 | 5 | -4
CC1Sc2ccc(C(=O)O)cc2NC1=O (stereo not drawn) | 5 | 1 | -16 | -20 | -1 | 0 | 8 | 6
COc1ccc(OC)c(C2NC(=O)N(C)C(C)=C2C(=O)OCc2ccccc2)c1 (stereo not drawn) | -2 | -3 | -8 | 17 | 17 | 0 | -2 | 1
CCC(=O)Nc1nc2ccccc2n1Cc1ccccc1 | 9 | 15 | -6 | 24 | -12 | 5 | -10 | -5
CCn1c(=O)c(C(=O)NC(C)c2ccccc2)c(O)c2ccccc21 (stereo not drawn) | 11 | 27 | -3 | 7 | 15 | -7 | 4 | 13
CS(=O)(=O)Nc1ccccc1C(=O)Nc1cccc(Cl)c1 | 5 | 6 | 2 | -6 | -13 | -4 | -5 | 21
COc1cccc(-c2nnc(SCC(=O)Nc3ccc(OC)c(OC)c3)n2N)c1 | -11 | -18 | 4 | -12 | 6 | -4 | -22 | 3
Cc1c(NC(=O)/C=C/c2cn(-c3ccccc3)nc2-c2ccc(F)cc2)c(=O)n(-c2ccccc2)n1C | 28 | 20 | 9 | 13 | 14 | -7 | 25 | -1
Cc1cc(CC(C)C)n(-c2nc3ccccc3c(=O)n2OCC(N)=O)n1 | -27 | -2 | -2 | 3 | -3 | -7 | -36 | -1

Five entries already listed, ordered by the number in EBI2 block, descending.
Compound	EBI2 block
O=C(O)/C=C/c1ccc2noc(-c3ccccc3)c2c1	-1
Cc1cc(CC(C)C)n(-c2nc3ccccc3c(=O)n2OCC(N)=O)n1	-2
CCn1c(=O)c(C(=O)NC(C)c2ccccc2)c(O)c2ccccc21 (stereo not drawn)	-3
CCC(=O)Nc1nc2ccccc2n1Cc1ccccc1	-6
CC1Sc2ccc(C(=O)O)cc2NC1=O (stereo not drawn)	-16

Next part:
SMILES | 697 NFkB inh | UBC13 polyUb | EBI2 block | CCR6 antagonist | Apaf1 inhib | SENP8 block | Jurkat NFkB inh | Gli-Sufu block
CCOC(=O)c1[nH]c(C)c(C(=O)Nc2ccccc2C)c1C | -60 | 7 | 1 | 1 | -7 | 4 | 53* | -13
Cc1ccn2c(NC(=O)c3cccs3)c(-c3ccccc3)nc2c1 | 12 | 4 | 3 | 0 | -9 | 2 | 10 | -7
CCc1cccc(C)c1NC(=O)COC(=O)CNS(=O)(=O)/C=C/c1ccccc1 | -1 | -12 | 4 | -9 | 11 | -8 | -6 | 0
CCOC(=O)c1ccc(NC(=O)CCc2nnc3ccc(N4CCCC4)nn23)cc1 | -61 | -2 | -7 | 1 | 12 | 1 | -3 | -2
CCOc1ccc(NC(=O)CCNS(=O)(=O)c2ccc3c(c2)CCC(=O)N3)cc1 | 2 | 4 | -4 | -11 | -7 | 7 | 1 | -3
CCN(CC)S(=O)(=O)c1ccc(N2CCOCC2)c(NC(=O)c2cc3ccccc3oc2=O)c1 | -12 | -2 | 38 | 14 | 27 | 5 | -3 | 6
COc1cccc(-c2nc(CC(=O)O)cs2)c1OC | 5 | -4 | 4 | -13 | 1 | 0 | 4 | 0
Cc1ccc(NC(=O)C2(S(=O)(=O)c3ccc(Cl)cc3)CC2)c(Br)c1 | 12 | -1 | 6 | 20 | 9 | 3 | 0 | -3
Cc1ccccc1OCCN1C(=O)C(=O)c2cccc(C)c21 | -33 | 2 | 18 | 48 | 8 | 1 | 1 | -1
Cc1nc(C(=O)Nc2ccccc2)sc1C1(C)CC(c2cccc([N+](=O)[O-])c2)=NO1 (stereo not drawn) | 3 | -1 | 12 | 3 | 18 | -1 | -29 | -12
COC(=O)[C@]1(Cc2ccccc2)N[C@H](CN(C)C(=O)NC(C)C)[C@@H]2C(=O)N(Cc3ccccc3)C(=O)[C@@H]21 | -8 | -2 | -1 | 2 | 7 | -17 | -8 | -9
OCCCN1CCN(CCOc2ccccc2-c2ccccc2)CC1 | -14 | 6 | -9 | 2 | -9 | 0 | -9 | 7
Cc1cc(C)c(S(=O)(=O)NCc2ccccn2)c(C)c1 | 0 | -2 | -2 | -1 | -13 | 0 | 9 | 2
COc1ccccc1Oc1ccc2c(c1)C(=O)N(c1ccc(C)cc1)C2=O | -13 | 2 | 19 | 14 | 2 | 3 | 3 | -10
CN(C(=O)c1ccc(Cl)cc1)C1CCS(=O)(=O)C1 (stereo not drawn) | 2 | -10 | -5 | 3 | 1 | -8 | -12 | 7
CC(C)(C)NC(=O)Nc1ccccc1C(N)=O | 11 | -2 | -5 | 2 | -18 | -6 | -11 | 7
Cc1cc(OC(=O)N2CCCCC2)cc(C)c1Cl | -4 | 5 | 8 | 17 | 7 | -1 | -1 | 8
Cc1ccc(OCCNC(=O)CCNC(=O)c2ccc(Cl)cc2)cc1 | 2 | 5 | 3 | -1 | 4 | -1 | 1 | 1
COc1ccc2nc(NCCCO)[nH]c2c1 | 6 | 5 | -4 | 5 | -7 | -7 | 1 | -22
COc1ccccc1-c1cc(C(F)(F)F)nc(S(=O)(=O)CCCC(=O)NC(C)C)n1 | -128 | 12 | -12 | 14 | 1 | 0 | 32 | 2
C=CCN1C(=O)/C(=C\c2ccc(OC(=O)c3ccco3)c(OC)c2)SC1=S | -5 | -12 | 3 | 33 | -6 | 2 | -5 | -2
Cc1c(NS(=O)(=O)c2cccc(C(=O)NCc3ccccc3)c2)c(=O)n(-c2ccccc2)n1C | 3 | 0 | 2 | 5 | 1 | 0 | 5 | 13
COc1ccc2c(ccc[n+]2CC(=O)c2ccc(C)cc2)c1 | -12 | 2 | 9 | 12 | 1 | -7 | 7 | 20
O=c1c2ccccc2sn1-c1ccc(F)cc1 | -1 | -4 | 12 | 13 | 22 | 74* | -23 | 6
CCCCN(C(=O)c1cc(Cl)nc2ccccc12)c1c(N)n(CCCC)c(=O)[nH]c1=O | 5 | -2 | -8 | 11 | 0 | 2 | 1 | -4
O=[N+]([O-])c1cccc(S(=O)(=O)NCCc2ccccc2)c1 | 7 | 5 | 2 | 1 | 0 | 1 | 6 | -3

This is a subset, so the mix of outcomes need not match the whole.
